Source: PubChem
FID counter – counter-screen for HCV NS3 helicase inhibitors: DNA intercalator displacement | DNA fluorescent intercalator displacement, fluorescence | inhibition, % at 7.9 µM | 290,000 tested, 0.17% active | AID 1845; in the data active = inhibition above about 37%;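 note: 0% = vehicle and 100% = reference compound; higher means more ethidium bromide displaced from hairpin DNA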
NS3 helicase inh – inhibitors of Hepatitis C virus NS3 helicase. NS3 helicase DNA unwinding, Cy5 molecular beacon fluorescence. 290,000 tested, 0.56% active. AID 1800. inhibition, % at 10.9 µM;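 active = inhibition above the mean of all tested compounds plus 3 SD, set per campaign, cut at about 35% in these data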;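 note: 0% = DMSO wells and 100% = thioflavine S control wells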
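System: HCV NS3 helicase fragment; control set: DMSO and thioflavine S; technique: Cy5 fluorescence at 0 and 60 min, beacon hairpin quenching; reagent: beacon DNA duplex substrate plus ATP; replicates: singlicate; schedule: 1 h reaction at 25 °C, ATP-initiated; medium: MOPS buffer pH 6.5 with MgCl2, DTT, Tween20, BSA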
MEKK2 WT-MEK5 – raises or lowers MEK5 binding to wildtype human MEKK2 PB1 domain; binding response (% of control), % at 10 µM; Q9Y2U5; 290,000 tested, 1.1% active; bead flow cytometry, Alexa488-MEK5 binding to MEKK2 WT; actives lie on both sides; in the data active = binding response below about 67% or above about 130%
MEKK2mut PB1 HTS – signal of MEK5 binding to mutant human MEKK2 PB1 domain. bead flow cytometry, Alexa488-MEK5 binding to MEKK2 mutant. percent response, % at 10 µM. 290,000 tested, 0.35% active. AID 1530; in the data active = percent response above about 24%, passing the limit was not always enough; note: inactives centre near 1; some results filed as inactive read as strong as hits
VIM-2 inhibitor – inhibitors of Pseudomonas aeruginosa VIM-2 metallo-beta-lactamase; AID 1527; 290,000 tested, 0.89% active; purified VIM-2, nitrocefin hydrolysis, epi-absorbance fluorescence; inhibition, % at 5.6 µM;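 active = inhibition above the mean of all tested compounds plus 3 SD, cutoff set per screening run, cut at about 7.5% in these data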;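 note: red hydrolysis product quenches plate fluorescence so inhibitors raise well fluorescence; 0% = enzyme with DMSO and 100% = DMSO without enzyme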
PfM18AAP inh – blocks P. falciparum M18 aspartyl aminopeptidase | recombinant PfM18AAP, H-Glu-NHMec fluorogenic cleavage | inhibition, % at 7.35 µM | 290,000 tested, 1.2% active | AID 1822;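 active = inhibition above the campaign mean inhibition over all tested compounds plus 3 SD, cut at about 28% in these data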;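 note: 0% = plate median of test compound wells and 100% = 2 mM ZnCl2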
NALP1 yeast inh – NALP1 inhibition | S. cerevisiae NALP1/ASC/caspase-1 growth, X-gal OD620, 72 h | inhibition, % at 10 µM | 280,000 tested, 0.61% active; in the data active = inhibition mostly above about 24%, no sharp cut-off; inactive = mostly below about 32%; note: some compounds called inactive have numbers as strong as hits
UBC9 SUMO inh – blocks human SUMOylation mediated by UBC9 | inhibition, % at 35 µM | HTRF SUMOylation assay, SAE1/SAE2 + UBC9, in vitro | 290,000 tested, 0.36% active; in the data active = inhibition above about 50%, passing the limit was not always enough; note: strong numbers were not always called active
Target sequence (P63279 whole entry, looked up): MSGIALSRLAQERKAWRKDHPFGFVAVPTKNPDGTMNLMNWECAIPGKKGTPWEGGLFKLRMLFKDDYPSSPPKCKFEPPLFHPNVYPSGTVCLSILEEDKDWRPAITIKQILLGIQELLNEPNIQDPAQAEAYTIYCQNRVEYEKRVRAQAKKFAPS
IMP-1 inhibitor – inhibitors of Pseudomonas aeruginosa IMP-1 metallo-beta-lactamase. purified IMP-1, nitrocefin hydrolysis, epi-absorbance fluorescence. inhibition, % at 5.6 µM. 290,000 tested, 0.45% active;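 active = inhibition above the mean plus 3 SD of all compounds in the same screening run, cut at about 4.5% in these data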;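 note: 0% = IMP-1 with DMSO and 100% = DMSO wells lacking enzyme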
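System: purified IMP-1; amount: IMP-1 0.2 nM before substrate addition; compound: single dose, 5.6 µM; times: 25 °C, 15 min preincubation, 25 min reaction; signal: Epi-absorbance via hydrolysed-nitrocefin quenching of white-plate fluorescence, 480/530 nm, EDTA stop; benchmarks: DMSO with and without IMP-1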
An asterisk follows results filed as active; . = not tested or not shown; & = joins results of further samples. Not a hit list. About 4.7% of those tested had a hit in this group.

| mol | MEKK2 WT-MEK5 | NALP1 yeast inh | NS3 helicase inh | IMP-1 inhibitor | PfM18AAP inh | FID counter | UBC9 SUMO inh | MEKK2mut PB1 HTS | VIM-2 inhibitor |
| --- | --- | --- | --- | --- | --- | --- | --- | --- | --- |
| Fc1ccc(CNc2nc(-c3cccnc3)nc3ccccc23)cc1 | 109 | 22 | -32 | -1.2 | -2 | -10 | 7 | 2 | 0.7 |
| Cc1ccc(C(=O)NC2CCS(=O)(=O)C2)cc1S(=O)(=O)N1CCOCC1 (stereo not drawn) | 99 | -5 | -1 | -4.3 | -3 | -1 | 5 | -2 | -1.6 |
| Cn1cc([N+](=O)[O-])c(C(=O)Nc2ccn(Cc3c(F)c(F)cc(F)c3F)n2)n1 | 97 | 34 | 2 | -1.6 | -7 | -2 | 4 | -2 | -0.8 |
| COc1ccc(OC)c(C2C3CN(C(C)C)CC=C3C(C#N)=C(N)C2(C#N)C#N)c1 (stereo not drawn) | 112 | -16 | -1 | -1.9 | 12 | -6 | -14 | 5 | -1.4 |
| O=C(CC1NCCN(Cc2ccccc2)C1=O)Nc1ccc(Cl)cc1 (stereo not drawn) | 83 | 14 | -6 | -1.6 | 1 | 2 | 5 | -24 | -0.9 |
| CCOC(=O)Cc1nnc(NC(=O)CSc2nnc3c4ccccc4n(C)c3n2)s1 | 95 | 15 | -2 | -3.0 | 15 | -16 | 34 | 0 | 17* |
| CN1CCN(C(=O)CCc2nc3ccccc3n2-c2ccccc2)CC1 | 100 | 14 | 8 | 0.1 | 4 | 2 | -3 | 3 | -2.5 |
| CC(=O)CC(=O)NC(=NC1CCCCC1)Nc1nc(C)cc(C)n1 | 102 | 43 | 4 | -5.7 | 2 | -8 | 9 | 1 | -4.1 |
| COc1cc2c(cc1OC)C(C)N(C(=O)/C=C/c1cc(OC)c(OC)c(OC)c1)CC2 (stereo not drawn) | 110 | 6 | -8 | -2.7 | 9 | -43 | 21 | 10 | -1.7 |
| CCn1c(CSc2nc(C)cc(C)n2)nnc1SCC(N)=O | 92 | 16 | -1 | -1.9 | -10 | 2 | 18 | -8 | -2.0 |
| O=C(CNC(=O)c1cccc(F)c1)OCC(=O)N1CCCc2ccccc21 | 107 | 12 | -2 | -4.3 | 4 | -13 | -6 | 1 | -5.9 |
| Cc1ccc(CN2CCN(/N=C/c3cccnc3)CC2)cc1 | 115 | 28 | 5 | -2.4 | 3 | -8 | 9 | 18 | -2.6 |
| O=C(NCc1ccco1)C(c1ccc(F)cc1)N(C(=O)Cc1cccs1)c1cccnc1 (stereo not drawn) | 104 | -6 | 6 | -2.9 | 3 | -18 | 11 | 4 | 0.9 |
| O=C(c1ccc2c(=O)n3c(nc2c1)CCCCC3)N1CCN(c2ccc(Cl)cc2)CC1 | 97 | 3 | 9 | -2.6 | 1 | -57 | -1 | -3 | -1.8 |
| Cc1cc(NC(=O)c2cc(-c3ccccn3)nc3c(Cl)cccc23)no1 | 102 | 28 | 15 | -3.5 | -10 | -20 | 24 | 4 | -1.9 |
| Cn1c(SCC(=O)NC2CCCC2)nc2c(c1=O)SCC2 | 100 | 10 | 4 | -2.3 | 6 | -4 | 4 | -1 | -1.4 |
| Cc1ccc(C)c2[nH]c(=O)c(CN(Cc3cccs3)C(=S)NCc3ccco3)cc12 | 115 | -2 | -13 | -2.7 | 2 | -27 | 8 | 1 | -1.8 |
| Cc1ccc(/C=N/NC(=O)C2(O)c3ccccc3-c3ccccc32)o1 | 94 | 21 | 10 | -0.8 | 7 | -11 | -3 | -6 | -0.4 |
| COc1ccc(CNC(=O)C2CCCN2C(=O)NCc2ccccc2)cc1 (stereo not drawn) | 104 | -20 | -17 | -2.9 | 5 | -5 | 4 | 5 | -3.2 |
| O=C(COc1ccccc1)Nc1nccs1 | 99 | 13 | -5 | -0.7 | -11 | -2 | 23 | 3 | 0.6 |
| CCOC(=O)C1(Cc2ccc(Cl)cc2)CCN(Cc2cnc(N)nc2)CC1 | 127 | 8 | -8 | -2.7 | 3 | 5 | 6 | 28 | -2.0 |
| O=C(Cn1c(=O)oc2cc(S(=O)(=O)N3CCCC3)ccc21)N1CCN(c2ccccc2)CC1 | 113 | 39* | -3 | -0.3 | -1 | -8 | 11 | 3 | -3.1 |
| O=C(O)C1CC=CCC1C(=O)Nc1ccccc1C(=O)N1CCN(c2ccccc2)CC1 (stereo not drawn) | 102 | -11 | -4 | -1.2 | 2 | -11 | 12 | 7 | -1.0 |
| CCN(CC)c1ccc2cc(C(=O)NCc3ccc(F)cc3)c(=N)oc2c1 | 103 | 5 | -21 | 21* | 3 | -7 | -7 | 2 | 7.5 |

8 of the compounds above, with two lines to a compound.
Each structure is followed by: MEKK2 WT-MEK5	NALP1 yeast inh	NS3 helicase inh	IMP-1 inhibitor	PfM18AAP inh	FID counter	UBC9 SUMO inh	MEKK2mut PB1 HTS	VIM-2 inhibitor
O=C(NCc1ccco1)C(c1ccc(F)cc1)N(C(=O)Cc1cccs1)c1cccnc1 (stereo not drawn)
    104	-6	6	-2.9	3	-18	11	4	0.9
O=C(c1ccc2c(=O)n3c(nc2c1)CCCCC3)N1CCN(c2ccc(Cl)cc2)CC1
    97	3	9	-2.6	1	-57	-1	-3	-1.8
Cc1cc(NC(=O)c2cc(-c3ccccn3)nc3c(Cl)cccc23)no1
    102	28	15	-3.5	-10	-20	24	4	-1.9
Cn1c(SCC(=O)NC2CCCC2)nc2c(c1=O)SCC2
    100	10	4	-2.3	6	-4	4	-1	-1.4
Cc1ccc(C)c2[nH]c(=O)c(CN(Cc3cccs3)C(=S)NCc3ccco3)cc12
    115	-2	-13	-2.7	2	-27	8	1	-1.8
Cc1ccc(/C=N/NC(=O)C2(O)c3ccccc3-c3ccccc32)o1
    94	21	10	-0.8	7	-11	-3	-6	-0.4
COc1ccc(CNC(=O)C2CCCN2C(=O)NCc2ccccc2)cc1 (stereo not drawn)
    104	-20	-17	-2.9	5	-5	4	5	-3.2
O=C(COc1ccccc1)Nc1nccs1
    99	13	-5	-0.7	-11	-2	23	3	0.6

Next results follow.
| mol | MEKK2 WT-MEK5 | NALP1 yeast inh | NS3 helicase inh | IMP-1 inhibitor | PfM18AAP inh | FID counter | UBC9 SUMO inh | MEKK2mut PB1 HTS | VIM-2 inhibitor |
| --- | --- | --- | --- | --- | --- | --- | --- | --- | --- |
| Cc1noc(C)c1COc1ccc(C(=O)OCC(=O)N2CC3(C)CC2CC(C)(C)C3)cc1 (stereo not drawn) | 97 | -2 | -14 | -4.6 | -10 | -48 | -7 | 0 | -2.0 |
| C=CCc1cc(Cl)ccc1OCCCn1ccnc1 | 111 | 2 | -7 | -2.5 | -2 | 12 | 15 | 12 | 3.9 |
| N#Cc1nnn(-c2ccc(Cl)cc2)c1N | 95&88 | 2&13 | 3&-5 | -0.1&-1.6 | -12&-3 | 0&0 | 22&24 | -16&-10 | -1.5&-0.6 |
| Cc1cc2c(cc1S(=O)(=O)N1CCCC1)n(C)c(=O)c(=O)n2C | 99 | 10 | -7 | -1.3 | -2 | -7 | 12 | -1 | -1.0 |
| Cc1cccc(N=c2c([N+](=O)[O-])nn(-c3ccc(Cl)cc3)n2O)c1 | 99 | 9 | -6 | -2.2 | 2 | 1 | 3 | -2 | -3.2 |
| CCOc1ccc(NC(=O)CSc2ccc(-c3cccnc3)nn2)cc1 | 110 | -9 | 5 | -1.2 | 4 | -16 | 11 | 7 | -1.1 |
| O=C(NCc1ccc(-c2csnn2)cc1)C1CC1 | 98 | . | -3 | -2.7 | 2 | -1 | 7 | 3 | -1.6 |
| Nc1nnc(SCC(=O)Nc2ccc(Cl)c(C(=O)O)c2)s1 | 98 | 0 | 0 | -1.9 | 3 | 4 | 19 | -2 | 2.0 |
| CCOc1c(Cl)cc(C(=O)Nc2ccccc2C(=O)O)cc1Cl | 94 | 9 | 17 | -1.2 | 3 | -9 | 3 | -5 | -2.3 |
| O=C(CSc1nnc(CNc2cccc(C(F)(F)F)c2)n1Cc1ccco1)NCc1ccco1 | 103 | -1 | 8 | -6.6 | -1 | -19 | -2 | 2 | -4.4 |
| COc1ccc(NC(=O)COC(=O)CNS(=O)(=O)c2ccc(F)c(F)c2F)cc1OC | 105 | 11 | 1 | -2.6 | -10 | -2 | -5 | 0 | -2.1 |
| CCOc1ccc(S(=O)(=O)N2CCCC(C(=O)NCc3ccncc3)C2)cc1Cl (stereo not drawn) | 104 | 30 | -4 | -1.3 | -9 | -22 | 3 | 3 | -1.0 |
| COc1ccc(S(=O)(=O)N2CCN(C(=O)N3CCOCC3)C2C)cc1 (stereo not drawn) | 101 | -7 | -2 | -1.2 | -8 | -7 | 8 | 4 | -3.3 |
| CCOC(=O)CCNCc1ccc(OC)c(OC)c1 | 89 | 28 | 1 | -0.7 | -14 | 0 | 24 | -14 | -0.7 |
| CCC1(O)CC(C(=O)OC)=NN1C(=O)c1ccccc1 (stereo not drawn) | 93 | 3 | 7 | -1.7 | 4 | 1 | 6 | -3 | -2.1 |
| O=C(O)Cn1c(=O)c(F)cn(C2CCCO2)c1=O (stereo not drawn) | 101 | 1 | 3 | -2.5 | 1 | -1 | -4 | 3 | -0.6 |
| COc1ccc(NC(C)=O)cc1NC(=O)CSc1nnc(-c2ccccn2)n1C | 107 | 12 | 4 | 0.7 | -1 | -4 | 16 | 8 | -2.1 |
| C=CCNC(=O)COCc1cc(-c2ccc3c(c2)OCO3)on1 | 114 | 18 | -13 | -1.2 | -5 | -12 | 13 | 8 | -1.4 |
| CSc1ncc(Cl)c(C(=O)Nc2ccc(C)c(C)c2)n1 | 104 | 8 | 18 | 0.2 | 7 | -14 | -10 | 1 | 0.5 |
| O=C(NCc1ccccc1)C(=O)NCC1OCCN1S(=O)(=O)c1ccc(Br)cc1 (stereo not drawn) | 107 | 8 | 0 | -2.5 | -4 | -32 | -2 | 8 | -3.4 |
| O=C(Oc1ccc(/C=N/n2cnnc2)cc1)c1cccc([N+](=O)[O-])c1 | 97 | -12 | -2 | -1.7 | 8 | 3 | 8 | 1 | -1.8 |
| COc1ccc(CNC(=O)CN=C2NC(=O)C(c3ccccc3)(c3ccccc3)N2)cc1 | 98 | 20 | -9 | -0.9 | 0 | -13 | 23 | -2 | 1.2 |
| COc1cccc(N2CCN(C(=O)NC3CCCCC3)CC2)c1 | 106 | 14 | 1 | -3.0 | 2 | -20 | 5 | 4 | -1.7 |
| COc1cccc(CN2CCSCC2)c1OC | 104 | -40 | 0 | -0.2 | -11 | 1 | 10 | 4 | -0.9 |
| CC(=O)OC(C)C(=O)NS(=O)(=O)c1ccc(C)cc1 (stereo not drawn) | 102 | 20 | -18 | -2.2 | 3 | 0 | 10 | -2 | -1.4 |
| Nc1nc2ccccc2n1C(=O)c1cccs1 | 102 | 3 | 13 | -3.8 | 0 | -2 | 13 | -1 | -5.5 |
| S=c1[nH]nc(Cc2ccccc2)n1-c1ccccc1 | 99 | 0 | 1 | -4.4 | 16 | -10 | -16 | -5 | -1.6 |
